ERAP1 HTS inh = human ERAP1 aminopeptidase inhibitors, primary screen, biochemical, single point, plate reader; Endoplasmic reticulum aminopeptidase 1 (Homo sapiens), Q9NZ08; recombinant ERAP1, Leu-AMC fluorescence, 60 min; inhibition, % at 10.7 µM; 0.15% of 340,000 active;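 active = mean replicate inhibition of at least 30%, or all replicates individually reaching that 30% level; inactive = mean below 30% and not every replicate reaching it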;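 also: 0% = neutral control wells and 100% = L-leucinethiol positive control wells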
Target sequence (Q9NZ08 whole entry, looked up): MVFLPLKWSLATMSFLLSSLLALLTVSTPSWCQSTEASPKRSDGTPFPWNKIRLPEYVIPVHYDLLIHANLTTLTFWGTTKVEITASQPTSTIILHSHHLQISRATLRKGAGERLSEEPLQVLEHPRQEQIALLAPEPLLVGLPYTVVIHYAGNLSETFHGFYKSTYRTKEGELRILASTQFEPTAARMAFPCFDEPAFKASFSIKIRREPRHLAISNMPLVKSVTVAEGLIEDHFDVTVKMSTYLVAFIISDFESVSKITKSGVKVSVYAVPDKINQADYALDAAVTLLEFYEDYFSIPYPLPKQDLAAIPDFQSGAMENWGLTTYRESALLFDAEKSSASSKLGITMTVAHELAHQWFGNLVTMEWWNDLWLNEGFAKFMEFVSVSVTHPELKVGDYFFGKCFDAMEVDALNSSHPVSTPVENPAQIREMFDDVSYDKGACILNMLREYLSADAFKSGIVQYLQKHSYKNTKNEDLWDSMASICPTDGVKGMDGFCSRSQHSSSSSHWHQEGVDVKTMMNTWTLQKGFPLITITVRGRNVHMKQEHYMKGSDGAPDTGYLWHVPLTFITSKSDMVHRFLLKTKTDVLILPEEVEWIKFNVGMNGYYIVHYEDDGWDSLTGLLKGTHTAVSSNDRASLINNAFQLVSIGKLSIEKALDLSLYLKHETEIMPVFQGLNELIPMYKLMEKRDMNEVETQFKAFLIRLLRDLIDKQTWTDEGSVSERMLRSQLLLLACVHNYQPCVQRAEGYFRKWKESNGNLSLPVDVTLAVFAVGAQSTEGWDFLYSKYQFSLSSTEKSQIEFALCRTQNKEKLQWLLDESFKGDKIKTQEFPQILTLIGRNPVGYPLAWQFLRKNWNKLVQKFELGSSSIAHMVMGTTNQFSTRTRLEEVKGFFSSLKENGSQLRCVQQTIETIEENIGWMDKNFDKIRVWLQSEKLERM
PglD DTNB = C. jejuni PglD acetyltransferase inhibitors, primary screen, biochemical, DTNB colorimetric, single point; UDP-N-acetylbacillosamine N-acetyltransferase PglD (Campylobacter jejuni); inhibition, % at 12.5 µM; 0.098% of 360,000 active; purified PglD enzyme, DTNB colorimetric CoA detection; in the data active = inhibition above about 16%, passing the limit was not always enough; inconclusive = no clear call, values can overlap the other calls; also: strong numbers were not always called active
FN deposition inh = inhibitors of fibronectin matrix deposition, primary screen, AH1F cells, Alexa488-fibronectin fluorescence, plate reader. AH1F fibroblasts, overnight. inhibition, % at 12.6 µM. 0.086% of 350,000 active;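 active = mean inhibition across replicates of 30% or more, regardless of how many single replicates reach that level; inconclusive = mean under 30% yet at least half of replicates reach 30%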;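 also: positive control wells lacked labelled fibronectin entirely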
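Schedule: 1 h cell adhesion before compound, then overnight fibronectin incubation; test system: AH1F fibroblast monolayer depositing Alexa488-labelled fibronectin into matrix; quantity: 10000 AH1F cells per well; probe or stimulus: fluorescent fibronectin at 24 nM final; signal: fluorescence, ex 485 nm, em 525 nm; evaluation: percent inhibition as loss of matrix-bound fibronectin fluorescence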
PGC1a acetyl inh = inhibitors of PGC1a acetylation signal, primary screen, cell-based, U2OS, AlphaScreen, inhibitor mode | inhibition, % at 15.6 µM | 0.17% of 350,000 active | AlphaScreen anti-acetyl-lysine; with virally co-expressed GCN5 acetyltransferase;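 active = every replicate shows inhibition of at least 40%; inconclusive = mean inhibition at least 40% but some replicate below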;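 also: 0% = neutral control wells and 100% = positive control wells; some results beyond the cut were filed as inactive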
PAX8 reporter = inhibitors of PAX8-driven TPO luciferase reporter, primary screen, RMG-I cells, single concentration; SteadyGlo, 24 h; inhibition, % at 12.6 µM; 1.2% of 360,000 active; AID 652154, 2013;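 active = mean replicate inhibition at least 60% with every replicate also reaching 60%; inconclusive = only one of the two criteria is met; inactive = mean below 60% and not all replicates reaching 60%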;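 also: luciferase light reporting Pax8 driven TPO promoter activity; plate controls were median of neutral control wells for no effect and mitoxantrone controls for full effect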
S100A4 MyoIIA = inhibitors of S100A4-myosin IIA peptide binding, primary screen, biochemical, fluorescence polarization, TAMRA-MyoIIA peptide; Protein S100-A4 (Homo sapiens), P26447; 0.14% of 360,000 active; inhibition, % at 10.7 µM;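 active = mean inhibition of at least 70% across replicates, with every replicate also reaching that level; inconclusive = mean inhibition reaches 70% but some replicates fall short; inactive = mean inhibition below 70%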
Target sequence (P26447 whole entry, looked up): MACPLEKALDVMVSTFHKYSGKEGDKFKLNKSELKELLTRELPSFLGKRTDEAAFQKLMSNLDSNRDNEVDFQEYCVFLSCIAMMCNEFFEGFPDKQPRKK
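Material: S100A4 monomer (human). Medium: Calcium-containing HEPES buffer, pH 7.2. Probe or stimulus: labelled myosin peptide probe, 5 nM. Compound dosing: one concentration per compound. Timing: polarization read 5 min after assay mix addition, stable 5–60 min. Benchmarks: DMSO as neutral control, TFP as positive control.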
EWS-Fli inh = EWS/Fli-driven NR0B1 reporter inhibitors, primary screen, A673 cells, NR0B1 luciferase, luminescence, MLPCN library; viability-normalised; inhibition, % at 12.6 µM; 0.67% of 350,000 active; AID 651661, 2012;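 active = mean inhibition of at least 50% after viability correction, with every replicate also passing that limit; inconclusive = mean reaches 50% but only one of two replicates passes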;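 also: firefly luciferase signal divided by Alamar Blue viability fluorescence both relative to DMSO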
LGR2 antag = inhibitors of bursicon-induced LGR2 CRE-luciferase signal, primary screen, cell-based, HEK293, CRE-luciferase reporter, bursicon stimulation; bursicon-stimulated, 4 h; inhibition, % at 9.99 µM; 0.35% of 380,000 active; Drosophila bursicon receptor LGR2 (rickets);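 active = drop in luminescence signal, shown as inhibition above about 50% in the replicate tests, limit read from the data, passing the limit was not always enough; inconclusive = probably only some replicates passing the limit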;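 also: agonist challenge used bursicon conditioned medium at about half maximal strength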
* hit, by the source's call; ? = inconclusive; / = not tested or not shown.

SMILES	ERAP1 HTS inh	PglD DTNB	FN deposition inh	PGC1a acetyl inh	PAX8 reporter	S100A4 MyoIIA	EWS-Fli inh	LGR2 antag
CCNC(=O)C[C@H]1C=C[C@H](NC(=O)C2CCC2)[C@H](CO)O1	-3	9	-1	2	/	0	3	-5
CCCC(=O)Nc1ccc2c(c1)OC[C@H](C)N(C(=O)c1cnccn1)C[C@H](C)[C@H](OC)CN(C)C2=O	-4	2	-24	4	-13	3	2	-5
CCC(C)c1ccc(NC(=O)NCc2cccnc2)cc1 (centres undefined)	2	8	9	/	-10	4	-2	10
COc1ccc(S(=O)(=O)N[C@H]2CC[C@H](CCn3cc(-c4ccccc4F)nn3)O[C@@H]2CO)cc1	2	-2	3	-11	26	2	7	-2
CCOc1ccc2[nH]cc(C(=O)NCc3ccccc3)c(=O)c2c1	-3	-5	2	/	3	-1	5	0
CC1(C)CC(=O)C2=C(C1)N(c1ccccc1)C(=O)C2(O)C(F)(F)F (centres undefined)	-2	4	3	6	27	-2	-5	10
O=S(=O)(NCc1cccc(C(F)(F)F)c1)NCc1ccccc1F	-2	5	/	-4	1	1	-15	6
O=C1C(c2ccccc2)NC(=S)N1C1CCCCC1 (centres undefined)	-3	6	3	-17	16	2	8	1
COc1ccc(NC(=O)N(C)C[C@@H]2Oc3ccc(NC(=O)CCC(F)(F)F)cc3C(=O)N([C@H](C)CO)C[C@H]2C)cc1	-2	2	/	22	-23	-5	-13	7
Cc1ccc(C(=O)OCC(=O)Nc2ccc(C(N)=O)cc2)s1	0	-8	-4	-9	20	-5	6	-3
CC1=C(C(=O)OCC2CCCCC2)C(c2ccc(F)cc2)NC(=O)N1 (centres undefined)	-1	-6	-1	-43	12	-8	5	18
O=C(COc1ccccc1Cl)NNC(=O)c1ccc2c(=O)n3c(nc2c1)CCC3	-2	5	-8	/	-5	2	-13	-10
O=C(CN1CCOCC1)N1CCCCN2[C@@H](CO)[C@@H](c3ccc(Br)cc3)[C@@H]2C1	/	0	-2	6	14	/	-11	-11
O=C(O)c1ccc(/C=C/c2nc3sc4c(c3c(=O)[nH]2)CCC4)cc1	-2	/	7	/	-7	-7	-8	5
Brc1ccc(-c2noc(CCc3ccccc3)n2)cc1	/	6	-25	0	-87	/	/	/

The final three compounds of the part before lead into the next.
SMILES	ERAP1 HTS inh	PglD DTNB	FN deposition inh	PGC1a acetyl inh	PAX8 reporter	S100A4 MyoIIA	EWS-Fli inh	LGR2 antag
O=C(CN1CCOCC1)N1CCCCN2[C@@H](CO)[C@@H](c3ccc(Br)cc3)[C@@H]2C1	/	0	-2	6	14	/	-11	-11
O=C(O)c1ccc(/C=C/c2nc3sc4c(c3c(=O)[nH]2)CCC4)cc1	-2	/	7	/	-7	-7	-8	5
Brc1ccc(-c2noc(CCc3ccccc3)n2)cc1	/	6	-25	0	-87	/	/	/
CSc1ncccc1C(=O)N1CCCC(Nc2ccc(F)c(F)c2)C1 (centres undefined)	-1	-2	10	-11	-4	-4	1	-12
Cc1ccc(S(=O)(=O)NCCC(=O)OCC(=O)N(C)c2ccccc2)cc1	1	-2	-3	/	4	0	4	40
c1ccc(-n2cc(CN3CCCC(CN4CCCC4)C3)c(-c3ccc4c(c3)OCO4)n2)cc1 (centres undefined)	-3	3	-3	-12	7	-8	8	-3
Cc1ccc(S(=O)(=O)N2CCN(S(=O)(=O)N3CCOCC3)CC2)cc1C	/	-5	1	0	/	/	/	-4
NC(=S)N=Nc1c(O)[nH]c2ccc(F)cc12	-1	/	7	/	21	1	1	0
C=C(C)C(COc1c2occc2cc2ccc(=O)oc12)OC(C)(C)C(O)COc1c2occc2cc2ccc(=O)oc12 (centres undefined)	0	3	/	-1	/	-3	-4	-4
Cc1cc(NCCCOC(C)C)n2c(nc3ccccc32)c1C#N	-3	5	5	/	2	-3	4	7
C[C@H]1CCCCO[C@@H](CN(C)C(=O)Nc2ccccc2)[C@@H](C)CN([C@@H](C)CO)C(=O)c2cc(NC(=O)Nc3ccccc3)ccc2O1	2	5	0	-8	15	-2	/	22
CC1CCCC(NC(=O)COC(=O)CCSc2ccccc2)C1C (centres undefined)	-3	4	-4	1	12	1	-3	-13
CCn1nnnc1SCC(=O)c1ccc(C)cc1	/	-2	3	9	-76	/	/	/
O=C(c1cc2ccccc2oc1=O)N(Cc1ccccc1F)C1CCS(=O)(=O)C1 (centres undefined)	-3	-1	2	6	-41	-2	-62	-44
O=C(COC(=O)CC1CC2CCC1C2)NCc1ccccc1 (centres undefined)	-7	0	5	3	-10	-11	-4	-3
O=C(NCCCn1ccnc1)c1cc(-c2cccs2)on1	/	-4	1	-20	/	/	/	-86
C/C(=C\C(=O)c1ccccc1)Nc1ccc(Br)c(Cl)c1	1	/	5	10	-7	-7	-13	1
Cc1cc(/C=N/NC(=O)c2cccnc2)c(C)n1CC(C)C	0	/	-9	/	-96	-1	-16	-61
COc1ccc(/C=C2\SC(=O)N(CCNC(=O)C3CSC4(C)CCC(=O)N34)C2=O)cc1 (centres undefined)	2	-1	/	-3	-36	1	-29	-31
O=C(CN1C(=O)C2C3c4ccccc4C(c4ccccc43)C2C1=O)Nc1ccccc1C(=O)O (centres undefined)	-1	2	-11	-4	1	2	-1	-12
Cc1ccc(COC(=O)c2nn(C)c(=O)c3ccccc23)cc1	/	/	-5	4	24	7	7	24
O=C(Nc1cc(Cl)cc(Cl)c1)N1CCN(C(=O)C2CCCO2)CC1 (centres undefined)	0	4	/	/	0	0	-4	-9
O=C(Nc1ccccc1F)N[C@H]1CC[C@@H](CCNS(=O)(=O)c2ccc(F)cc2)O[C@H]1CO	1	-5	1	1	/	-26	6	1
NS(=O)(=O)c1ccc(CCNC(=O)Cc2ccc(Cl)cc2)cc1	1	-2	-7	/	7	5	5	9
O=c1[nH]nc(CNc2ccc(OC(F)(F)F)cc2)c2ccccc12	2	0	-19	/	-13	0	-8	-19
Cc1cc2nnc(SC3CCOC3=O)n2c2ccccc12 (centres undefined)	/	-3	2	-25	8	/	/	/
COc1ccc(C2/C(=C(/O)c3ccc(Br)cc3)C(=O)C(=O)N2C)cc1 (centres undefined)	1	-4	6	/	27	-9	1	8
COc1ccc(C/C(C)=N/NC(=S)Nc2ccc(C(C)C)cc2)cc1	/	-6	6	/	-3	/	/	-17
CCOC(=O)c1cc(-c2ccccc2C)n(Cc2cc(C)no2)n1	6	-4	-1	/	-14	-6	-10	5
O=C(Cc1ccc(S(=O)(=O)N2CCCCC2)cc1)NCc1ccc(Cl)cc1	-2	-3	0	-5	-3	1	-60	-14
CC(c1ccccc1)C1C(C#N)=C(N)OC2=C1C(=O)CC(C)(C)C2 (centres undefined)	/	5	-7	8	22	/	/	/
CCCCCCN1C[C@H](n2cc(COC(=O)c3ccccc3)nn2)[C@@H](O)C[C@@H]1c1ccc(Cl)cc1	/	-2	2	1	23	15	10	7
CN(C)/C=C/C(=O)c1cc(F)cc(C(F)(F)F)c1	10	/	-2	0	10	-5	-11	5

Of the compounds above, two contain a COOH group:
SMILES	ERAP1 HTS inh	PglD DTNB	FN deposition inh	PGC1a acetyl inh	PAX8 reporter	S100A4 MyoIIA	EWS-Fli inh	LGR2 antag
O=C(O)c1ccc(/C=C/c2nc3sc4c(c3c(=O)[nH]2)CCC4)cc1	-2	/	7	/	-7	-7	-8	5
O=C(CN1C(=O)C2C3c4ccccc4C(c4ccccc43)C2C1=O)Nc1ccccc1C(=O)O (centres undefined)	-1	2	-11	-4	1	2	-1	-12

Other results.
SMILES	ERAP1 HTS inh	PglD DTNB	FN deposition inh	PGC1a acetyl inh	PAX8 reporter	S100A4 MyoIIA	EWS-Fli inh	LGR2 antag
O=C(C[C@H]1CC[C@@H](NC(=O)c2cccnc2)[C@@H](CO)O1)NCCN1CCCCC1	-10	-2	2	2	-9	-13	5	3
Cc1cc(OCC(=O)Nc2ccccc2N2CCCC2)ccc1C(C)C	1	0	-1	/	0	-13	5	-1
COc1cc(NC(=O)c2ccc(-c3c(C)noc3C)c3ccoc23)cc(OC)c1OC	-1	0	-2	-41	-24	-2	19	9
Cc1ccc(N2CCN(C(=S)Nc3ccccc3)CC2)cc1	1	/	8	/	2	3	-10	16
CC(=O)N(C)C[C@H]1Oc2cc(-c3cncnc3)ccc2S(=O)(=O)N([C@@H](C)CO)C[C@H]1C	0	4	1	4	/	15	1	12
COc1ccc(-c2n[nH]c(C)c2-c2ccccc2OC)c(O)c1	-1	/	-1	/	3	-1	4	13
COC(=O)C[C@H]1CC[C@H]2[C@@H](COc3ccc(NC(=O)c4ccc(OC)cc4)cc3C(=O)N2C)O1	1	/	3	3	/	-4	-35	-16
O=C(Nc1cccc(Cl)c1)c1nc[nH]c1C(=O)NCCCCNC(=O)c1[nH]cnc1C(=O)Nc1cccc(Cl)c1	5	2	2	-4	-19	-1	0	-2
CO[C@@H]1CN(C)C(=O)c2ccc(NC(=O)C3CC3)cc2OC[C@@H](C)N(C(=O)NC(C)C)C[C@H]1C	0	-1	-9	24	0	8	-2	-13
CCc1nc2ccccc2n1CC(O)COCC1CC=CCC1 (centres undefined)	-6	/	2	/	14	-1	2	-10
COC(=O)C[C@H]1CC[C@@H](NC(=O)C2CC2)[C@@H](CO)O1	/	/	6	/	-29	-4	-8	-4
COc1ccc(S(=O)(=O)N2CCN(C(=O)N3CCOCC3)C2C)cc1 (centres undefined)	-1	-1	-11	/	-12	-4	/	-8
O=C(O)c1cccc(CSc2nnc(-c3ccco3)o2)c1	0	2	/	15	/	-1	/	-3
O=C1Nc2ccccc2C(=O)N2CCCCC12 (centres undefined)	-1	1	-1	4	19	-5	8	19
COc1ccc(C2c3c(oc4ccccc4c3=O)C(=O)N2c2ccc(C)cn2)cc1OC (centres undefined)	/	-5	-4	/	3	-2	-21	7
COc1ccc(OC)c(NC(=O)C2CCN(c3nc(C)cc(C)n3)CC2)c1	/	0	-1	0	5	/	/	/
COc1cccc(NC(=O)Nc2nc(SC(C)(C)C)ns2)c1	-2	3	0	0	-8	-3	-44	11
C[C@@H]1CN([C@H](C)CO)S(=O)(=O)c2ccc(/C=C/c3ccccc3)cc2O[C@@H]1CN(C)C(=O)Nc1cc(F)ccc1F	0	0	11	-1	43	-10	4	16
O=C1CN(C(=O)COC(=O)/C=C/c2ccco2)c2ccccc2N1	0	/	8	?	7	0	-3	5
CC(NC(=O)c1ccco1)C(c1cccs1)N1CCOCC1 (centres undefined)	-2	7	-3	4	6	5	-8	-8
O=C1CC(c2ccc(Cl)cc2)c2c(O)cc(O)cc2O1 (centres undefined)	1	4	3	3	2	-5	6	-8
CCC(=O)N1CC2(CN[C@@H](CO)c3c2c2ccc(OC)cc2n3C)C1	-2	/	/	-1	/	-3	-4	-12
C[C@@H]1CCCCO[C@H](CN(C)C(=O)NC2CCCCC2)[C@H](C)CN([C@@H](C)CO)C(=O)c2cc(NC(=O)C3CCCCC3)ccc2O1	4	-3	/	5	-10	2	7	1
Cc1ccc(C(=O)NCC(=O)NC2CCCC2)cc1	0	9	-1	-3	-24	1	7	5

Screens as filed in PubChem BioAssay.
